proCasp7 act: activates human procaspase-7, counter-screen for procaspase-3 activators | AID 463210 | recombinant procaspase-7, Ac-DEVD-pNA absorbance 405 nm; D23A/D198A/D206A triple mutant, cannot self-cleave; scale: DMSO 0, 5 µM enzyme 100 | activation, % at 8.5 µM | actives 0.093% (n = 330,000) | P55210;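 active = percent activation above the screen-wide mean plus 3 SD, cut at about 25% in these data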
Target sequence (P55210 whole entry D23A/D198A/D206A): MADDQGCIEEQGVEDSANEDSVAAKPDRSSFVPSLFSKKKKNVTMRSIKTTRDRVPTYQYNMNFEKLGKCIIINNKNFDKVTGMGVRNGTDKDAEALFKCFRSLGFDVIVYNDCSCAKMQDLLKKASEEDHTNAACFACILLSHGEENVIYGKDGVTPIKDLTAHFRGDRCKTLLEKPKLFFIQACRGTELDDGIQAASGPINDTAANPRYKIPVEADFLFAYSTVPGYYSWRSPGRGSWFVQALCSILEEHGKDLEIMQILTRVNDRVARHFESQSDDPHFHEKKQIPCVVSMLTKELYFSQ
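Detection: p-Nitroaniline absorbance at 405 nm, read at 0 and 120 min; system: Uncleavable procaspase-7 mutant enzyme; evaluation: % activation from two-timepoint absorbance difference, scaled to controls; times: 1 h enzyme–compound preincubation and 2 h substrate reaction, both 25 °C; buffer or medium: Zinc-free HEPES pH 7.4 with 300 mM NaCl, 0.01% Triton X-100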
PP5 inh: PP5 (human) phosphatase inhibition | P53041 | purified PP5c, OMFP substrate fluorescence | inhibition, % at 6.7 µM | actives 0.18% (n = 320,000) | AID 1987;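 active = inhibition above the campaign's mean inhibition across all tested compounds plus 3 SD, cut at about 9.5% in these data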;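 also: 0% = DMSO only and 100% = 100 µM cantharidin control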
Target sequence (P53041 whole entry, looked up): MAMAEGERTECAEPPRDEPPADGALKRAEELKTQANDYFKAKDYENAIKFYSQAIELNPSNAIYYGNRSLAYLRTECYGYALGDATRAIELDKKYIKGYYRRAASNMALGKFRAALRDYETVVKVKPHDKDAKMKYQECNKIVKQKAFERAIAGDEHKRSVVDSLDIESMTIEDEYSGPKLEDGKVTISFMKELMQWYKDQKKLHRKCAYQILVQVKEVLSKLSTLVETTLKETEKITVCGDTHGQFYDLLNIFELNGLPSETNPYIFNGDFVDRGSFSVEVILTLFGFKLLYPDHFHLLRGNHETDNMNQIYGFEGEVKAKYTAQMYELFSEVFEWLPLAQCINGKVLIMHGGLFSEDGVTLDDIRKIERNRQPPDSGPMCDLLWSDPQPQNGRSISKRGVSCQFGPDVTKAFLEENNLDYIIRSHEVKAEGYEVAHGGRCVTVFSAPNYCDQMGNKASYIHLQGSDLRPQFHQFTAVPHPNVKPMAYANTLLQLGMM
procasp3 activ: activators of human procaspase-3; P42574; recombinant procaspase-3 D3A, Ac-DEVD-pNA absorbance 405 nm; activation, % at 8.5 µM; actives 0.11% (n = 330,000);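 active = activation above the mean of all tested compounds plus 3 SD, cut at about 21% in these data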;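 also: 0% = DMSO alone and 100% = DMSO wells spiked with extra 5 µM PC-3 D3A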
Target sequence (P42574 whole entry D9A/D28A/D175A): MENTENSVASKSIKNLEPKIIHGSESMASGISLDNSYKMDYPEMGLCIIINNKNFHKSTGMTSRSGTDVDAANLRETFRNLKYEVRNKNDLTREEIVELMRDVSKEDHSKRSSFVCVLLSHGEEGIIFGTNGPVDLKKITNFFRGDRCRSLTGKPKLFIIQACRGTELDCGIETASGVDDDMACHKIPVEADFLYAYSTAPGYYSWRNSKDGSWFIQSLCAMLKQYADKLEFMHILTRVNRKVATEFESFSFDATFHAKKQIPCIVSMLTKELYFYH
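Evaluation: percent activation relative to control range; Material: Procaspase-3 D3A mutant, all three cleavage aspartates alanine; Compound: single dose, 8.5 µM nominal compound, 0.8% DMSO; Replication: one well per compound; Signal: absorbance at 405 nm, 0 and 120 min; Schedule: 1 h preincubation plus 2 h reaction at 25 °C.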
Fh CTSL1 inh: counter-screen for PFM18AAP inhibitors: inhibitors of F. hepatica cathepsin L1; actives 0.49% (n = 300,000); inhibition, % at 5.96 µM; recombinant F. hepatica cathepsin L1, Z-Leu-Arg-MCA fluorescence; AID 1906;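 active = inhibition above the mean of all tested compounds plus 3 SD, set per screening campaign, cut at about 17% in these data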;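 also: 0% = plate median of test compound wells and 100% = 1 µM Z-Phe-Ala-diazomethylketone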
core dimer inh: HCV core protein dimerization inhibition | inhibition, % at 5 µM | actives 0.33% (n = 300,000) | TR-FRET GST/Flag-core106 dimerization, 1536-well;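 active = inhibition above the mean of all tested compounds plus 3 SD, set per screening campaign, cut at about 45% in these data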
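System: GST-tagged and Flag-tagged HCV core protein residues 1-106 / Input: core106 proteins, GST 13.5 nM and Flag 17 nM / Buffer or medium: KF-containing HEPES buffer, pH 7.45, DTT, CHAPS, BSA / Probe or stimulus: Eu-anti-GST and XL665-anti-Flag labelled anti-tag antibodies / Schedule: 4 h, 22.5 °C incubation / Technique: TR-FRET 671 and 617 nm emission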
GRK2 aptamer HTS: blocks RNA aptamer binding to human GRK2; bead flow cytometry, FAM-aptamer displacement from GRK2; actives 0.59% (n = 330,000); inhibition of aptamer binding, % at 10 µM; AID 488847; P25098;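 active = inhibition of aptamer binding above 40%, roughly 3 SD of noise, on plates passing a quality check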;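 also: median bead fluorescence of bound FAM aptamer so fluorescent compounds give negative values; no value below 0 was filed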
PP1 inh: blocks human PP1-alpha phosphatase, a PP5 counter-screen; P62136; purified PP1alpha, OMFP fluorescence; inhibition, % at 6.7 µM; actives 0.9% (n = 320,000);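 active = inhibition above the mean inhibition of all tested compounds plus 3 SD, computed separately for each screening campaign, cut at about 15% in these data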
VLA-4 inh: inhibition in a human VLA-4 binding assay; P13612; VLA-4 expressing cells, ligand binding flow cytometry; inhibition, % (about 7 µM as worked out from the volumes in the protocol); actives 0.2% (n = 330,000); AID 2557; in the data active = inhibition above about 50%
GASC-1 inh: human JMJD2C demethylase inhibition; Q9H3R0; GST-JMJD2C(1-420) H3K9me3 demethylation, DELFIA europium; inhibition, % at 2.35 µM; actives 0.069% (n = 330,000); AID 2099;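 active = more than half of a compound's replicate wells show inhibition beyond 50%, single wells judged on their own value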;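 also: signal counts dimethyl H3K9 product captured on neutravidin plate; 0% = median of DMSO wells and 100% = 0.3 times that DMSO median; strong numbers were not always called active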
Numbers without * were called inactive; i = inactive; nt = not tested or not shown.

SMILES	proCasp7 act	PP5 inh	procasp3 activ	Fh CTSL1 inh	core dimer inh	GRK2 aptamer HTS	PP1 inh	VLA-4 inh	GASC-1 inh
CCn1c(C)c(C)c2cc(C(=O)NCCCN3CCN(C)CC3)ccc21	11	-0.7	12	3	-6	0	-3	-2	0
Cc1cc(NC(=O)Cc2c(F)cccc2Cl)no1	2	-0.3	9	-1	-2	1	-3	4	6
Cn1nnnc1SCCNCc1ccccc1OCc1ccccc1Cl	-2	-4.2	0	-22	-1	6	3	8	-2
Cc1cc(C)c(C(=O)O)c(Cl)n1	-1	0.2	-9	-4	11	0	1	9	0
Oc1cccc(C=NCc2ccccc2)c1	1	-5.2	0	5	-4	0	-4	2	141
Cc1nc2ccccc2n1C1CCN(C(=O)Nc2ccccc2)CC1	10	-4.7	2	1	-4	2	2	3	-5
CC(C)(C)C(=O)Cn1c(=N)n(Cc2ccccc2)c2ccccc21	10	0.7	0	3	6	0	3	5	-3
O=C(N/N=C/C(Cl)=C/c1ccccc1)c1cnccn1	5	2.5	-5	9	13	2	3	12	22
O=c1cc(CN2CCN(c3ccc(F)cc3)CC2)nc2sccn12	3	-0.5	6	0	5	3	-1	-7	1
Cc1cc(C)c(NC(=O)C2CCCN2C(=O)NC2CCCCC2)c(C)c1 (stereo not given)	5	2.2	-5	-3	0	0	-2	27	-9
O=C1CCCN1CCCNC(=S)Nc1ccccc1Cl	3	-1.2	-2	1	-1	0	-1	10	-15
O=c1cc(Cl)c(-c2ccccc2)n[nH]1	9	-1.6	3	1	-10	2	-3	1	5
Cc1c(-c2nc(N)nc(Nc3ccccc3)n2)oc2ccccc12	0	6.3	-6	3	3	4	4	24	5
CC(=O)c1c(N2CCN(c3ccc(F)cc3)CC2)nc(=S)n(-c2ccccc2)c1C	-3	-0.3	-8	-4	-5	10	2	-9	-2
O=C(Nc1cccc(C(F)(F)F)c1)Nc1ccc(N2CCCC2)c(S(=O)(=O)Nc2ccccc2Cl)c1	5	1.1	-7	5	13	2	6	-1	3
O=C(CN1C(=O)NC2(CCCCCC2)C1=O)c1cccs1	1	-0.4	4	nt	nt	1	-1	-2	-3
CC(=O)OCn1nnc2ccccc2c1=O	13	0.9	8	-20	3	5	6	8	-1
Cc1ccc(-c2cn3c(=O)cc(C)[nH]c3n2)cc1	7	4.2	4	-1	-8	0	-7	-3	-1
Cc1ccc(C)c(N2CC(C(=O)Nc3nccs3)CC2=O)c1 (stereo not given)	-11	-4.9	-2	3	-5	0	7	-48	3
Cn1c(SCc2cccc(F)c2)nnc1-c1ccccn1	3	4.0	6	3	-2	58*	1	0	6
O=S(=O)(NCC(c1cccs1)N1CCc2ccccc2C1)c1ccccc1 (stereo not given)	14	3.6	-1	8	4	1	1	-2	38
Cc1ccc(C(=O)C2(C)C3c4cc(Br)ccc4OC(=O)C32C(=O)c2ccco2)cc1 (stereo not given)	1	1.5	9	1	19	1	-1	-1	4
O=c1[nH]c(CSc2nnc(-c3ccncc3)n2Cc2ccco2)nc2ccccc12	13	-1.5	5	-1	1	0	0	-2	-4
Cc1ccc(-c2nnc(Nc3ccc4c(c3)OCO4)c3ccccc23)cc1S(=O)(=O)NCCO	6	1.0	12	1	1	6	0	7	-2
CCOc1c(Br)cc(/C=C(\C#N)C(=O)NC2CC2)cc1OC	-2	1.0	5	1	-2	1	-1	0	-3
O=[N+]([O-])c1ccc(C(=S)N2CCN(c3ccc(F)cc3)CC2)cc1	-9	4.8	-15	-2	5	1	2	8	-4
COc1ccc(/C=N\NC(=O)/C(=C\Nc2nccc(C)n2)NC(=O)c2ccccc2)cc1	10	2.4	-2	20*	-5	2	-4	12	-3
O=C(CC(Nc1ccccc1Cl)C(=O)O)c1ccccc1 (stereo not given)	-38	-0.2	-16	10	2	0	-5	3	-7
Fc1ccc(NCc2cccnc2)cc1	-7	-0.9	5	0	-3	1	-2	8	-4
CCN(Cc1ccc2c(c1)OCO2)C(=O)CSc1ncnc2sccc12	-8	-0.4	3	nt	nt	0	1	-5	8
CCN(CC)c1ccc(N/C(N)=N/c2nc(C(F)(F)F)cc(=O)[nH]2)cc1	7	3.0	7	-4	-5	0	-11	8	i
Cc1ccc(S(=O)(=O)Nc2cc(C)c(O)c(S(=O)(=O)c3ccc(C)cc3)c2)cc1	-1	-0.2	-2	-1	3	0	-2	26	-1
O=[N+]([O-])c1cc(S(=O)(=O)CCCN2CCOCC2)ccc1F	3	-2.3	-6	0	-3	0	-4	-1	5
O=c1[nH]c(C2CCN(S(=O)(=O)c3ccccc3F)CC2)nc2c1nnn2Cc1ccc2c(c1)OCCO2	-1	-0.1	-3	2	19	0	-1	-24	-3
CC(C)(C)OC(=O)NN=C(c1ccc(O)cc1)c1ccc(O)cc1	1	0.1	2	-1	-1	2	-2	3	2
CC1=C(C)CC(C(=O)NCc2c(F)cccc2Cl)C(C(=O)O)C1 (stereo not given)	5	-0.9	2	-2	-4	3	-3	-23	3
NS(=O)(=O)c1ccc(CCNC(=O)C2CCCN2S(=O)(=O)c2cccc3nsnc23)cc1 (stereo not given)	-10	0.2	-2	-4	-5	4	0	7	-33
O=C(CCc1ccccc1)NNC(=O)Cc1ccccc1	11	-0.7	11	0	1	1	0	-5	2
O=C1CC(C(=O)Nc2ccc(C(=O)O)cc2)C(c2ccccc2)O1 (stereo not given)	-5	0.3	-1	1	-1	0	-3	-5	5
CC1(c2ccc(Cl)c(Cl)c2)NC(=S)N2C1NC(=S)N2c1ccccc1 (stereo not given)	-10	0.3	-2	0	9	0	-1	3	-4

Whole records, quoted from the list. Order of values: proCasp7 act | PP5 inh | procasp3 activ | Fh CTSL1 inh | core dimer inh | GRK2 aptamer HTS | PP1 inh | VLA-4 inh | GASC-1 inh
`COc1ccc(/C=N\NC(=O)/C(=C\Nc2nccc(C)n2)NC(=O)c2ccccc2)cc1` is listed as 10 | 2.4 | -2 | 20* | -5 | 2 | -4 | 12 | -3
`O=c1[nH]c(CSc2nnc(-c3ccncc3)n2Cc2ccco2)nc2ccccc12` is listed as 13 | -1.5 | 5 | -1 | 1 | 0 | 0 | -2 | -4
`CCn1c(C)c(C)c2cc(C(=O)NCCCN3CCN(C)CC3)ccc21` is listed as 11 | -0.7 | 12 | 3 | -6 | 0 | -3 | -2 | 0
`Cc1ccc(-c2nnc(Nc3ccc4c(c3)OCO4)c3ccccc23)cc1S(=O)(=O)NCCO` is listed as 6 | 1.0 | 12 | 1 | 1 | 6 | 0 | 7 | -2

More results
SMILES	proCasp7 act	PP5 inh	procasp3 activ	Fh CTSL1 inh	core dimer inh	GRK2 aptamer HTS	PP1 inh	VLA-4 inh	GASC-1 inh
O=C(Nc1cccc(Cl)c1)Nc1ccc2c(c1)OCO2	9	4.5	-1	0	20	3	4	2	4
Cc1noc(C)c1C(=O)Nc1nc(-c2cccs2)cs1	-2	3.1	13	nt	nt	2	1	22	-1
CCOC(=O)C1CCN(C(=O)Cn2cnc3sc(C)c(S(=O)(=O)N4CCC(C)CC4)c3c2=O)CC1	-9	-0.7	9	-1	3	0	0	34	20
Cc1cc(-c2ccccc2)nc(N(C)NC(=O)c2ccc(Cl)cc2)c1S(C)(=O)=O	2	-0.6	-2	2	9	1	0	9	-1
OCCNCc1c(OCc2ccc(Cl)cc2)ccc2ccccc12	8	3.4	2	-1	-16	0	3	4	-6
COc1cccc(-c2cc(C(=O)N3N=C(C)CC3(O)C(F)F)c3ccccc3n2)c1 (stereo not given)	8	4.1	1	7	4	2	-1	19	-13
COc1ccc(/C=C(\NC(=O)c2ccccc2)C(=O)OC[C@@H]2CCC[N+]3(C)CCCCC23)cc1OC (stereo not given in full)	-1	-2.5	-1	-2	-4	1	-1	-3	-17
O=C(Nc1ccccc1C(=O)NCc1ccco1)NC1CCCCC1	13	0.6	2	-2	-8	1	-1	13	-4
CCn1ncc(/C=C/C(=O)c2ccccc2)c1C	9	2.3	6	-3	-2	3	0	9	-1
CC(C)S(=O)(=O)C1=NSC2=NC(=O)/C(=C\c3ccc(OC(=O)c4ccco4)cc3)C(=N)N21	9	-2.1	3	-3	4	0	2	-9	4
CC1C(=O)NN=C1C(=O)N/N=C/c1ccco1 (stereo not given)	-1	0.2	3	8	-5	0	5	4	-1
O=C(CSc1nnc(-c2ccc(F)cc2)n1-c1ccccc1)NCCN1C(=O)CSC1=O	6	2.6	-2	-4	1	1	-2	14	2
COc1cccc(NC(=O)COC(=O)c2c(C)noc2C)c1	2	-1.7	1	nt	nt	5	-2	0	nt
Nc1ccc2nc(-c3ccccc3)[nH]c2c1	7	-1.1	2	5	-18	0	-1	-48	-38
CN(Cc1ccccc1)C1CCCN(C(=O)c2ccc(Cl)s2)C1 (stereo not given)	-8	-1.0	-3	0	-1	0	0	-16	6
O=C(COC(=O)CCc1nc2ccccc2s1)Nc1ccc(S(=O)(=O)N2CCOCC2)cc1	2	-1.3	-7	-55	-5	0	-4	7	2
O=C1C(Cl)=C(N2CCOCC2)C(=O)N1c1ccc(Br)cc1	-13	1.5	-12	35*	13	0	-1	20	-6
COc1ccc(CCC(=O)OCC(=O)Nc2sccc2C#N)cc1	7	nt	7	nt	nt	0	nt	-7	5
CC(=C/c1ccc(C(C)C)cc1)/C=N/NC(=O)Cn1nc(C)cc1C	-2	5.0	6	0	6	0	0	16	4
Cc1cc(N2CCCC(C(=O)Nc3ccc4c(c3)CCC4)C2)n2ncnc2n1 (stereo not given)	3	0.4	11	2	1	3	-1	-4	1
Cn1c(-c2ccccn2)[n+](C)c2ccccc21	6	1.6	-5	6	2	4	-1	-5	4
COc1ccccc1N(CC(=O)NCCSCc1ccccc1)S(C)(=O)=O	-1	1.4	-4	-1	-2	0	0	-7	8
Cc1cc(NC(=O)C(C)Sc2nc(-c3ccccc3)cc(=O)[nH]2)no1 (stereo not given)	0	2.8	-3	0	-2	4	4	2	1
COc1cc(C(=O)Nc2cc(C(F)(F)F)ccc2Cl)cc(OC)c1OC	7	0.0	3	-1	-1	1	-1	0	i
O=C(c1ccc(F)c(F)c1)N1CCCc2ccccc21	-6	1.2	1	-1	12	0	1	-9	-3
COc1ccc(CNC(=O)C/C(C)=N/NC(=O)c2cnccn2)cc1	3	-2.3	-5	-1	-2	0	-3	2	8
CCC(C)NC(=O)CSc1ccc(S(=O)(=O)N2CCN(Cc3ccccc3)CC2)cn1 (stereo not given)	-16	-1.5	-2	nt	nt	0	-6	7	-9
O=C1C2CC=C(Cl)CC2C(=O)N1CCC[n+]1cccc2ccccc21 (stereo not given)	10	2.2	4	-3	-4	83*	-1	15	-8
COc1ccc(/C=C2/SC(=S)NC2=O)cc1OCc1ccccc1	0	0.2	0	7	15	1	2	-2	12
Cc1[nH]c2ccccc2c1-c1csc(NC(=O)CSCCO)n1	14	2.0	-2	3	-9	1	4	1	6
CC1CCCN(Cc2cnc(Cl)s2)C1 (stereo not given)	-2	1.7	1	0	-2	3	-5	1	7
COC(=O)C(O)(CC(=O)Nc1ccc(C)c(F)c1)C(F)(F)F (stereo not given)	5	1.2	-3	-2	-2	1	-1	15	3

Source: PubChem
